Compound activity from PubChem.
SIRT5 inh – sirtuin-5 (human) deacylase inhibition; hit rate 1.1% among 330,000; inhibition, % at 15 µM; Purified SirT5, succinyl-peptide AMC, trypsin-coupled fluorescence; Q9NXA8; in the data active = inhibition above about 15%; inconclusive = no clear call, values can overlap the other calls
Target sequence (Q9NXA8 whole entry, looked up): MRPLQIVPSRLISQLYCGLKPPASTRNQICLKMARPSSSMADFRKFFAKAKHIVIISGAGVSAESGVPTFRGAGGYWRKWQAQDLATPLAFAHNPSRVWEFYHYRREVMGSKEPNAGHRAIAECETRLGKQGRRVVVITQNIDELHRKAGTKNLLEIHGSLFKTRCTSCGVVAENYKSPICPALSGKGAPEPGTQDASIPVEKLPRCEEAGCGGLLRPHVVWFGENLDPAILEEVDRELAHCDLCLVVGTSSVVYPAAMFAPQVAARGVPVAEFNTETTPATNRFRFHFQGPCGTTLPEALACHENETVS
DENV2 CPE rescue – protects cells from dengue virus 2 cytopathic effect; DENV2-infected cells, cytopathic effect rescue, plate reader; CPE inhibition, % at 9.99 µM; hit rate 1.7% among 350,000; AID 651640; in the data active = CPE inhibition above about 20%, passing the limit was not always enough; inconclusive = no clear call, values can overlap the other calls; tested in BHK-21 cells;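 also: 0% = median of neutral control wells and 100% = median of positive control wells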
CASP6 VEID inh – blocks human caspase-6 cleavage activity; purified caspase-6, Z-VEID-R110 cleavage fluorescence; inhibition, % at 12.5 µM; hit rate 0.53% among 350,000;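 active = mean inhibition across replicates at least about 35%, with every replicate also reaching that limit, limit read from the data; inconclusive = only one of the two criteria met; inactive = neither criterion met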;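 also: 0% = median of neutral control wells and 100% = no fluorescence left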
Target sequence (P55212 24-179 limits assumed): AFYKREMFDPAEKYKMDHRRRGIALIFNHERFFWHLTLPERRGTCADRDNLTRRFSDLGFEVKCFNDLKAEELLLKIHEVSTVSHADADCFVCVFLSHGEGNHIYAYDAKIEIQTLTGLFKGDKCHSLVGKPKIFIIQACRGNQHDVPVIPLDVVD
Target sequence (P55212 194-293 limits assumed): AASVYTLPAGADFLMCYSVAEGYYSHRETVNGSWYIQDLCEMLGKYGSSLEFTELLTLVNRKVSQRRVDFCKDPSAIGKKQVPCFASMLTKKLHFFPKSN
EWS-Fli block – inhibitors of EWS/Fli oncoprotein transcriptional activity; A673 NR0B1-luciferase reporter, viability-normalised; hit rate 0.67% among 350,000; AID 651661; inhibition, % at 12.6 µM;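 active = mean inhibition of at least 50% after viability correction, with every replicate also passing that limit; inconclusive = mean reaches 50% but only one of two replicates passes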;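 also: firefly luciferase signal divided by Alamar Blue viability fluorescence both relative to DMSO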
ARNT-TACC3 inh – disrupts binding between human ARNT and TACC3; Q9Y6A5; hit rate 0.66% among 390,000; AlphaScreen His-ARNT PAS-B/GST-TACC3 binding, luminescence; TACC3 fragment carries E629A point mutation; inhibition, % at 9.99 µM;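 active = mean inhibition of replicates at least 50% and at least half of replicates each reaching 50%; inconclusive = half or more replicates reach 50% but mean below 50%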;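 also: 0% = complete ARNT plus TACC3 wells and 100% = ARNT alone without TACC3; many hits fall short of the cut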
PAX8 reporter – inhibitors of PAX8 transcriptional activity in RMG-I cells. RMG-I TPO-luciferase reporter, SteadyGlo, 24 h. inhibition, % at 12.6 µM. hit rate 1.2% among 360,000. AID 652154;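 active = mean replicate inhibition at least 60% with every replicate also reaching 60%; inconclusive = only one of the two criteria is met; inactive = mean below 60% and not all replicates reaching 60%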;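 also: luciferase light reporting Pax8 driven TPO promoter activity; plate controls were median of neutral control wells for no effect and mitoxantrone controls for full effect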
LGR2 inh – blocks bursicon-induced cAMP signaling via Drosophila LGR2. HEK293 LGR2, CRE-luciferase, bursicon-stimulated, 4 h. inhibition, % at 9.99 µM. hit rate 0.35% among 380,000;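 active = drop in luminescence signal, shown as inhibition above about 50% in the replicate tests, limit read from the data, passing the limit was not always enough; inconclusive = probably only some replicates passing the limit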;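 also: agonist challenge used bursicon conditioned medium at about half maximal strength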
The depositor's hits bear a star; ? = inconclusive; · = not tested or not shown.

Compound,SIRT5 inh,DENV2 CPE rescue,CASP6 VEID inh,EWS-Fli block,ARNT-TACC3 inh,PAX8 reporter,LGR2 inh
COC(=O)CN1C(=O)[C@H]2[C@@H](/C=C/c3ccccc3)N3C(=O)CN(Cc4ccccc4)C(=O)[C@@]3(Cc3ccccc3)[C@H]2C1=O,-1,-11,-1,-1,·,-5,8
CN(C#N)c1nc(Cl)nc(Nc2cccc(Cl)c2)n1,·,·,·,·,25,16,9
CO[C@H](C(=O)N(C)C[C@@H]1OCc2ccccc2-c2ccccc2C(=O)N([C@@H](C)CO)C[C@H]1C)c1ccccc1,-2,5,9,6,-13,-18,-15
CCCNC(=O)C[C@H]1C[C@H]2c3cc(NC(=O)c4ccc5c(c4)OCO5)ccc3O[C@H]2[C@H](CO)O1,·,?,·,-14,-3,-6,-7
COc1ccc2c3c([nH]c2c1)[C@@H](CO)N(C(=O)Nc1ccc(F)cc1)CC31CCN(C(=O)c2ccccc2F)CC1,6,-2,-1,30,·,·,-11
Cc1c(Cl)cccc1NC(=O)CNc1cccc(C(F)(F)F)c1,-1,-5,5,-6,-21,-7,1
COc1ccc(S(=O)(=O)NCc2ccco2)cc1C(=O)N1CCOCC1,1,-3,-1,0,0,0,-6
Cc1noc(C)c1NC(=O)Nc1ccc2c(c1)CC(=O)N([C@H](C)CO)C[C@@H](C)[C@@H](CN(C)S(=O)(=O)c1cn(C)cn1)O2,·,2,·,-8,0,-23,6
Cc1ccc(NC(=O)C2CCC(CNc3c(N4CCC(C)CC4)c(=O)c3=O)CC2)cc1F (stereo not given),1,?,8,0,0,-17,7
Cc1ccccc1S(=O)(=O)N1CCCCN2[C@H](CO)[C@@H](c3ccc(C#CCN(C)C)cc3)[C@H]2C1,0,12,2,-7,3,-2,14
CC(=O)Nc1ccc(CN2C(=O)C(C)(C)ON=C2c2ccc(NC(C)=O)cc2)cc1,·,16,0,-6,·,-9,0
COc1cc(NC(=O)CSc2nc(C)c(C)c(C)n2)cc(OC)c1,1,0,-3,4,1,9,-6
CC1CN(c2ccc([N+](=O)[O-])cn2)CC(C)O1 (stereo not given),-5,-2,-1,0,-6,0,5
CCC(=O)N1CCc2cc(S(=O)(=O)N3CCN(c4ccccc4)CC3)ccc21,2,-4,-1,-2,4,-3,-28
O=C(O)CCCCCCC(=O)NOCc1ccccc1,0,1,-3,-16,·,0,·
O=C(c1cccc(S(=O)(=O)Nc2ccc(Br)cc2)c1)N1CCC1,3,-3,-6,·,-1,-8,-2
COc1cccc(C#Cc2ccc([C@H]3[C@@H](CO)N(C(=O)C4CC4)[C@H]3C#N)cc2)c1,4,-2,-4,-6,-24,33,0
Cc1coc2c(C)c3oc(=O)c(CCC(=O)NCCCN4CCOCC4)c(C)c3cc12,0,10,-11,-4,18,·,·
C[C@@H](NC(=O)C[C@H]1CC[C@@H]2[C@H](COC[C@@H](O)CN2C)O1)c1ccccc1,0,-4,0,0,13,3,2
COc1ccccc1Cc1c(-c2ccc(OC)c(OC)c2)nc2ccc(C)cn12,-1,-12,2,-20,·,11,-9

Compound,SIRT5 inh,DENV2 CPE rescue,CASP6 VEID inh,EWS-Fli block,ARNT-TACC3 inh,PAX8 reporter,LGR2 inh
O=C(c1ccc2c(c1)OCO2)N1CC2(C1)[C@H](c1ccccc1)[C@@H](CO)N2C(=O)C1CCCC1,-3,-7,-1,-3,·,·,11
Cc1ccc(-c2cnc3c(c2)C(=O)N([C@H](C)CO)C[C@H](C)[C@H](CN(C)C(=O)Cc2ccncc2)O3)cc1,?,14,-2,-4,-7,·,5
C[C@@H]1CCCCO[C@H](CN(C)Cc2ccncc2)[C@@H](C)CN([C@H](C)CO)C(=O)c2cc(NC(=O)Nc3ccc4c(c3)OCO4)ccc2O1,-3,-6,-1,3,-4,8,0
Nc1ccc(S(=O)(=O)Nc2nccs2)cc1N=Nc1ccccc1[N+](=O)[O-],9,-2,-2,9,9,7,-28
CCN(CC)S(=O)(=O)c1ccc(OC)c(NC(=O)CSCc2c(C)noc2C)c1,·,0,-5,7,-1,-4,-2
CN1C(=O)c2cc(NC(=O)c3cnccn3)ccc2OC[C@H]2O[C@H](CC(=O)NC3CCC3)CC[C@@H]21,8,-3,2,0,23,14,-8
O=C(NC(=S)Nc1ccc(S(=O)(=O)N2CCCC2)cc1)C1CCC1,·,·,·,·,6,27,-4
O=C(N[C@@H](Cc1ccccc1)C(=O)NC1CC1)c1ccc(Cl)cc1,25*,9,2,-7,19,-7,-5
CCN(C[C@@H]1[C@@H](c2ccccc2)[C@H](CO)N1S(C)(=O)=O)C(=O)C1CCCC1,·,14,0,-3,-2,10,-11
COCCn1c(SCC(=O)Nc2nnc(C)s2)nnc1-c1ccco1,-7,0,-1,2,-3,5,17
CO[C@H]1CN(C)C(=O)c2cc(NC(=O)c3cccc(F)c3)ccc2OC[C@H](C)NC[C@H]1C,1,5,·,0,-8,·,-6
COc1ccccc1-c1ccc2nnc(SC)n2n1,-4,3,-1,-1,0,-33,-17
CO[C@@H]1CN(C)C(=O)c2ccc(NC(C)=O)cc2OC[C@@H](C)N(Cc2ccc(F)cc2)C[C@H]1C,-12,·,·,1,-2,·,8
CN1C(=O)c2cc(NC(=O)Nc3ccccc3Cl)ccc2OC[C@@H]2O[C@@H](CC(=O)O)CC[C@H]21,·,18,·,1,-5,-4,-9
COc1ccc(NS(=O)(=O)c2ccc(C)c(C(=O)NC3CCN(Cc4ccccc4)CC3)c2)cc1,-1,-3,-11,11,-2,·,9
CC(C)NC(=O)Nc1ccc2c(c1)C(=O)N([C@@H](C)CO)C[C@@H](C)[C@@H](CN(C)S(=O)(=O)c1cn(C)cn1)OCCCC[C@H](C)O2,-3,-2,-1,-12,-8,4,10
COc1ccc2[nH]c3c(c2c1)CCN1C(=O)C(CC(=O)NC/C=C(\C)CCC=C(C)C)C[C@H](C(=O)N(C(C)C)C(C)C)[C@@]31C (stereo not given in full),7,5,1,8,-1,51,4
O=C(Nc1ccc(CN2CCOCC2)cc1)c1cccc(-c2cc3ccccc3oc2=O)c1,-4,-1,4,-19,-33,-10,-2
CCOC(=O)c1c(C)[nH]c(C(C)=NNC(=O)Cn2nc(C)cc2C)c1C,4,-3,1,-3,-8,-3,-14
Cc1ccnc(NC(=O)COc2ccccc2[N+](=O)[O-])c1,·,19,3,-78,-6,-55,-5

Compound,SIRT5 inh,DENV2 CPE rescue,CASP6 VEID inh,EWS-Fli block,ARNT-TACC3 inh,PAX8 reporter,LGR2 inh
CC(C)CCN1C(=O)c2ccc(C(=O)OCC(=O)N(C)C3CCS(=O)(=O)C3)cc2C1=O (stereo not given),-3,-1,3,-7,-1,-8,14
C[C@@H]1CN([C@@H](C)CO)C(=O)Cc2cc(NC(=O)Nc3ccc(C(F)(F)F)cc3)ccc2O[C@@H]1CN(C)Cc1ccc(Cl)c(Cl)c1,-1,14,-1,-8,10,21,2
Cc1ccccc1OCC(=O)NCCS(=O)(=O)N1CCN(c2ccc(F)cc2)CC1,-3,18,0,-2,1,11,-31
CCCNC(=O)C(Cc1ccccc1C)NC(=O)c1ccc(C(F)(F)F)cc1 (stereo not given),·,?,-6,5,-1,-7,3
C[C@H](CO)N1C[C@H](C)[C@@H](CN(C)S(=O)(=O)c2ccc(Cl)cc2)OCCCC[C@H](C)Oc2ccc(NC(=O)c3ccncc3)cc2C1=O,6,-1,1,6,0,-11,-14
CCc1cccc(NC(=O)O[C@H]2[C@H](OC(=O)Nc3ccccc3-c3ccccc3)[C@H](OC(=O)Nc3ccccc3-c3ccccc3)[C@@H](OC)O[C@@H]2CO)c1,17*,1,-1,13,·,43,·
O=C(COC(=O)c1nc(Cl)ccc1Cl)NC1CCCCC1,-4,-4,-2,-2,-2,5,-3
CNC[C@@H]1Oc2ccc(NS(=O)(=O)c3ccc(OC)cc3)cc2C(=O)N([C@@H](C)CO)C[C@H]1C,-2,-5,-2,-1,-1,-4,-20
COc1ccc(C2=NN(C(=O)CSc3ncccn3)C(c3ccc(C)cc3)C2)cc1 (stereo not given),·,·,·,·,-6,-8,12
COc1ccc(/C=C/C(=O)Nc2cccnc2)cc1OC,-3,1,2,-69,·,-70,-41
S=C(NCCC1=CCCCC1)Nc1ccc(Cl)cc1,-2,-6,1,-79,-2,-96,-28
C[C@@H](NC(=O)[C@H]1[C@H](CO)[C@H]2Cn3c(cccc3=O)[C@@H]1N2Cc1ccncc1)c1ccccc1,0,0,-3,6,2,-6,0
COc1ccc(C#Cc2ccc([C@@H]3[C@H]4CN(C(=O)Nc5ccccc5)CCCCN4[C@H]3CO)cc2)cc1,-1,-4,-1,25,3,28,5
CCn1c(=O)n(CC)c2cc(N3CCCC3)c(NC(=O)c3ccccc3F)cc21,0,3,-2,18,6,9,2
Cc1ccc(OCc2cc(C(=O)N(C)C3CCCc4ccccc43)no2)cc1C (stereo not given),·,12,1,-70,·,-93,-38
CC(=O)Cn1ncc(N2CCOCC2)cc1=O,-1,1,2,6,-1,5,-8
O=C(Nc1ccccc1)N1CCCCN2[C@H](C1)[C@@H](c1ccc(Br)cc1)[C@@H]2CO,1,19,-1,2,-4,-14,22
COc1cc(NS(=O)(=O)c2ccc(NC(=O)/C=C/c3cccc([N+](=O)[O-])c3)cc2)ncn1,-6,-4,0,5,-3,13,10
CCOc1c(Cl)cc(C(=O)Nc2cccc(C(=O)O)c2)cc1Cl,-3,1,3,-34,-2,-47,-25
COCC#Cc1ccc([C@@H]2[C@@H](CO)N3C(=O)CN(C(=O)C4CCC4)C[C@@H]23)cc1,-5,?,1,3,·,0,17

Compound,SIRT5 inh,DENV2 CPE rescue,CASP6 VEID inh,EWS-Fli block,ARNT-TACC3 inh,PAX8 reporter,LGR2 inh
O=S(=O)(c1ccc(Cl)cc1)N1CCC2(CC1)OCCO2,-3,-5,-1,·,-6,11,-35
O=C(/C=C/c1ccco1)OCc1nnc(-c2ccccc2)o1,0,-3,18,-17,16,12,4
C[C@H](CO)N1C[C@H](C)[C@@H](CN(C)Cc2ccc(C(=O)Nc3ccccc3N)cc2)Oc2ccc(NC(=O)NC3CCCCC3)cc2CC1=O,3,-5,-4,45,-4,20,-2
CC(NCCN(C)C)C(=O)C12CC3CC(CC(C3)C1)C2 (stereo not given),2,10,-32,3,-5,-13,0
Cc1ccc(NC(=O)/C(C#N)=C/c2ccsc2)c(C)c1,2,0,-3,-42,-1,41,-42
C[C@@H]1CN([C@@H](C)CO)C(=O)c2cc(C#CC(C)(C)O)cnc2O[C@@H]1CN(C)C(=O)CN(C)C,-3,-2,1,6,-7,·,-25
CCC(C)[C@H](NC(=O)NCc1ccco1)C(=O)O (stereo not given in full),-2,8,-2,5,-1,·,-2
S=C(NCC1CCCO1)Nc1ccc(Cl)cc1 (stereo not given),-5,3,0,-1,-1,-4,3
Cc1ccc(-c2cn(CCC(=O)O)c(-c3ccc(Cl)nc3)n2)cc1,·,-1,0,15,-6,-10,-4
CC(C)CC(=O)Nc1ccnn1C1CCN(C(=O)c2ccc(F)cc2Cl)CC1,-1,?,2,·,-3,-7,3
Cc1ccc(S(=O)(=O)Nc2cccc3c2O[C@H](CN(C)Cc2ccc(C(F)(F)F)cc2)[C@H](C)CN([C@H](C)CO)C3=O)cc1,6,15,26,13,-4,·,-30
C[C@@H]1CN([C@@H](C)CO)C(=O)c2cc(C3=CCCCC3)cnc2O[C@@H]1CN(C)Cc1ccccc1,-3,6,2,-2,4,·,2
O=C1NCC(O)=C1C=Nc1ccccc1O,0,7,-5,15,-1,16,-3
O=C(CN1CCOCC1)N1CCCCN2[C@H](CO)[C@H](c3ccc(-c4ccccc4F)cc3)[C@H]2C1,0,?,0,-16,0,9,-20
O=C(Nc1ccccc1)c1cccc2c(-c3cccnc3)coc12,-14,7,1,-80,·,1,-45
Cc1ccc(S(=O)(=O)N2CCCC2C(=O)NCc2ccccc2Cl)cc1 (stereo not given),-2,-5,3,11,0,15,10
Cc1cccc(C)c1NC(=O)CNC(=O)c1ccc2nc[nH]c2c1,-4,3,10,2,-3,1,5
